Bioassay records as filed in PubChem BioAssay.
KinaseGlo FLuc: blocks Kinase-Glo luciferase, a counter-screen artifact; Kinase-Glo luciferase, ATP luminescence, 8 min; Potency, µM (series often up to 38.3 µM), for the others: at the highest dose activity change, negative = inhibition, hits mostly inhibitors; hit rate 0.28% among 200,000; further: on the % scale 0 is the no-effect control and ±100 the full control effect; nearly all actives have a fitted effect of over 60% in size
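Kinase-Glo luciferase light output from ATP and luciferin was measured with 10 uM ATP, within the enzyme's linear range. Buffer: 50 mM imidazole pH 7.2, 50 mM KCl, 7 mM MgCl2, 0.01% Tween 20, 0.05% BSA; luminescence read after 8 min at ambient temperature.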
SMN2 splice enh: enhancers of SMN2 splice variant expression; HEK293 SMN2-luciferase splicing reporter, luminescence, 30-36 h; Potency, µM (top dose mostly 46.1 µM), inactives show at the highest dose activity change, positive = activation, hits mostly activators; hit rate 2.8% among 210,000; further: % of control where 0% means no effect; nearly all actives have a fitted effect of over 55% in size
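qHTS luciferase splicing reporter: luminescence rises when SMN2 exon 7 is included in transfected HEK293 cells. Compound exposure lasted 30-36 h at 37C, with 4.5 mM final sodium butyrate as control, followed by a ONE-Glo read.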
RGS12 GoLoco inh: RGS12 GoLoco-Gai1 interaction inhibition; hit rate 0.44% among 230,000; Potency, µM (doses to about 61.6 µM), for the others: at the highest dose activity, negative = inhibition, hits mostly inhibitors; Gai1:RGS12 GoLoco peptide FP, rhodamine, 10 min; AID 880; P63096; active means well fitted inhibition curve with a large enough effect, not every such curve was filed as active; inactive means no such curve, though single readings can be large or run the other way; further: on the % scale 0 is the no-effect control and ±100 the full control effect; nearly all actives have a fitted effect of over 30% in size; many of its hits are not listed in these tables
IMPase Li inh: membrane-permeable IMPase blocker, potentiated with lithium. CHO-M1 cells, IP1 TR-FRET (IP-One), carbachol + lithium. Potency, µM (doses to about 59.4 µM), for inactives: top-dose activity, negative = IMPase inhibition, hits mostly inhibitors. hit rate 0.35% among 210,000. AID 1457;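 further: IP1 builds up when IMPase is blocked and the TR-FRET signal falls; plate controls were basal vehicle for no effect and high inhibitor control for full effect; nearly all actives have a fitted effect of over 50% in size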
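IP1 accumulation measured by competitive TR-FRET in lysed CHO-M1 cells after 30 min compound exposure at 37C, with a small lithium addition to potentiate weak responses. Hill-equation AC50 from ratio and donor-channel data.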
NPSR antag: antagonists of human neuropeptide S receptor cAMP signaling | CHO-NPSR cells, cAMP TR-FRET, antagonist mode | hit rate 1% among 220,000 | Q6W5P4 | Potency, µM (top dose mostly 38.3 µM), inactives show at the highest dose activity change, negative = inhibition, hits mostly inhibitors; further: on the % scale 0 is the no-effect control and ±100 the full control effect; nearly all actives have a fitted effect of over 50% in size; many of its hits are not listed in these tables
KDM4E inh: inhibitors of human JMJD2E histone demethylase | B2RXH2 | JMJD2E catalytic domain, FDH-coupled NADH fluorescence (FDH is formaldehyde dehydrogenase) | Potency, µM (doses to about 57.1 µM), for the others: top-dose activity change, negative = inhibition, usual class: inhibitors | hit rate 1.6% among 230,000; active means well fitted inhibition curve with a large enough effect, not every such curve was filed as active; inconclusive means small, poorly fitted or top-dose-only effect, or another doubt; inactive means no such curve, though single readings can be large or run the other way;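 further: 0% = wells with enzyme and -100% = buffer wells without enzyme; nearly all actives have a fitted effect of over 50% in size; many of its hits are not listed in these tables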
Target sequence (B2RXH2 1-337 limits assumed): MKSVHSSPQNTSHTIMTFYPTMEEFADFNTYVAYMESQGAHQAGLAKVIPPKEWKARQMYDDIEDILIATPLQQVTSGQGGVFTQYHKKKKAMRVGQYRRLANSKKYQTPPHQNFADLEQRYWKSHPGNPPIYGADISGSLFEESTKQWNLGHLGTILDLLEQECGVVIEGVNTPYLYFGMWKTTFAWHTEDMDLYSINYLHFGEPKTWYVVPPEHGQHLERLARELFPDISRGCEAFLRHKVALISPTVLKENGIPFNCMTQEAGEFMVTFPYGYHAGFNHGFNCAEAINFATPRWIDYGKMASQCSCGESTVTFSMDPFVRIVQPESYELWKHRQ
Epigenetic reg: derepresses silenced GFP reporter in murine cells; hit rate 0.2% among 280,000; Potency, µM (series often up to 53.9 µM), without a hit: at the highest dose GFP activation, usual class: activators; AID 1865; murine LDR cells, GFP reporter derepression, 30 h; further: % of control where 0% means no effect; nearly all actives have a fitted effect of over 60% in size
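GFP-positive cell count by laser-scanning cytometry (objects 20–120 um) after 30 h, 37 C compound exposure of murine LDR cells; reporter is CMV-GFP integrated at a silenced locus, inducible by HDAC or DNMT inhibitors.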
RECQ1 helicase: RECQ1 (human) helicase inhibition; RECQ1 DNA unwinding, red fluorescence kinetic read; Potency, µM (titrated, usually from 57.3 µM), for the others: top-dose activity, negative = inhibition, usual class: inhibitors; hit rate 0.54% among 240,000; AID 2549;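 further: plate controls were vehicle for no effect and no enzyme for full effect; nearly all actives have a fitted effect of over 30% in size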
Target sequence (P46063 whole entry, looked up): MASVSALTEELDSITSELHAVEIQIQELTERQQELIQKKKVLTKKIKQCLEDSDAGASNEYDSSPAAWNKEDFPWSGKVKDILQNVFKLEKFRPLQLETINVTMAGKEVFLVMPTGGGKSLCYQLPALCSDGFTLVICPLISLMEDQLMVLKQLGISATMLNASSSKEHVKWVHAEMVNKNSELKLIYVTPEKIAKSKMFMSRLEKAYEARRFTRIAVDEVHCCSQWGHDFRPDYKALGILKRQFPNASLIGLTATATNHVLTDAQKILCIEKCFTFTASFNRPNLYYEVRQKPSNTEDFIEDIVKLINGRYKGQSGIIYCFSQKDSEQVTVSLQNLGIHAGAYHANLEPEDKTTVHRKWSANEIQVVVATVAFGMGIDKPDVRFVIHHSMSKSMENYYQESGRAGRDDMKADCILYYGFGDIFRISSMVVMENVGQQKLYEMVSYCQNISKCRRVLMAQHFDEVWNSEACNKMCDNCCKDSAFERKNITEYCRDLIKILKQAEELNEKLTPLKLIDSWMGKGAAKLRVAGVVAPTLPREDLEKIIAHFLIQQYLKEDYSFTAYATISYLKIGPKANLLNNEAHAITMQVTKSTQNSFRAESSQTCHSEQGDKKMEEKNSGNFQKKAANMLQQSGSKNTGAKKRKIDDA
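RECQ1T1 50 nM; forked duplex (20 bp + 30-nt ss tails) 200 nM, ATP 2 mM final; pH 8.0, 2 mM MgCl2, 2.5 ug/ml poly(dI-dC); 15 min compound preincubation; discontinuous kinetic read over 2 h at RT.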
* = called active by the depositor; i = inactive; ? = inconclusive; · = not tested or not shown; & = joins results of further samples; [ ] = another dose, or the depositor's remark. Unless noted, the call rests on the fitted dose curve; in most records, active means well fitted curve in the direction sought with a large enough effect; inconclusive means small, poorly fitted or top-dose-only effect, or another doubt; inactive means no such curve, though single readings can be large; an effect the other way counts as inactive or inconclusive. Potency means the concentration at half of the fitted maximal effect. Some of the compounds tested; the hit share may differ from the screen's.

SMILES	KinaseGlo FLuc	SMN2 splice enh	RGS12 GoLoco inh	IMPase Li inh	NPSR antag	KDM4E inh	Epigenetic reg	RECQ1 helicase
CCC1(C)CC(C(N)=S)CCO1 (configuration not stated)	·	·	-17%	·	13%	?	3.8%	10%
COc1cc(Br)cc(CN2CCN(C)CC2)c1O	-4%	1%	-12%	33%[activator][38.3 µM]	2%[46.1 µM]	-17%	0.0%	i
CN1[C@@H]2CCC[C@H]1CC(=O)C2	1%[17.1 µM]	1%[20.6 µM]	-1%[21.6 µM]	5%	·	8%[25.5 µM]	8.2%[16.9 µM]	-2%[25.9 µM]
C/C(=N\NP(=S)(c1ccccc1)c1ccccc1)c1ccc(O)cc1O	·	·	4%	·	-44%	-13%	-1.9%	-7%
CC1/C=C/C=C/CC/C=C/C=C/C=C/C=C/C(OC2OC(C)C(O)C(N)C2O)CC2O[C@](O)(CC(O)C(O)CCC(O)CC(O)CC(O)CC(=O)OC(C)C(C)C1O)CC(O)C2C(=O)O (some centres not stated)	-6%	-2%	3%	18%	·	-12%	0.0%	i
C=CCn1c(O)c(/C=C/C=Nc2ccccc2)c(=O)[nH]c1=O	2%	-6%	-18%	11%	-11%	-25%	-1.9%	-2%
CC(C)n1cc(C(=O)N(CC(=O)NC(C)(C)C)Cc2ccccc2)cn1	2%	-3%	-16%	5%	-7%	0%	-0.1%	0%
CC(=O)OC[C@]12CCC(C)=C[C@H]1O[C@@H]1[C@H](O)[C@@H](OC(C)=O)[C@@]2(C)[C@]12CO2	·	·	2%	·	-38%	7%	2.3%	i
CCC[N+](=O)[O-]	·	0%	-6%	16%	·	·	·	8%
CC1CCCN(CC(=O)c2ccc(Cl)c(Cl)c2)C1 (configuration not stated)	4%	-3%	0%	15%	12%	-12%	-3.5%	-3%
CCN(c1ccc(C(O)(C(=O)OC)C(F)(F)F)cc1)S(=O)(=O)c1ccc(C)cc1 (configuration not stated)	-2%	3%	-2%	35%[38.3 µM]	?	7%	-3.0%	12%
C=C(C)C1CCC(C)=CC1c1c(O)cc(O)cc1CCCCC (configuration not stated)	-4%[39.9 µM]	·	5%	4%	·	·	6.4%	-7%
CCCCC/C=C\C[C@@H](/C=C/C=C\C/C=C\CCCC(=O)O)OO	-4%	0%&20%	-12%&3%	7%&-6%	·	1%	2.6%&2.3%	12%&-5%
CCCCCCn1c(N)c(C(=O)NCCN2CCOCC2)c2nc3ccccc3nc21	1%	-10%	12%	5%[38.3 µM]	?	?	5.1%	?
c1ccc(CCCN2CCN(CCOC(c3ccccc3)c3ccccc3)CC2)cc1	-3%&0%	-89%&-78%[inhibitor]	-7%&-5%&4%	34%&49%&35%[activator]	16µM*	-10%&-5%	-1.2%&0.0%&0.3%	-6%&12%&-5%
CCN(C(=O)CN1CC=C(c2ccccc2)CC1)c1c(N)n(Cc2ccccc2)c(=O)[nH]c1=O	-1%	2%	11%	0%	-2%	-12%	1.1%	i
CCC1C(c2ccccc2)NC(c2ccccc2)CC1(O)c1ccc(F)cc1 (configuration not stated)	·	·	-1%	·	?	6%	2.9%	-14%
CCC(=NCC1CCCO1)c1c(O)n(-c2ccccc2)c(=O)[nH]c1=O (configuration not stated)	-4%	7%	-1%	19%[38.3 µM]	-4%[46.1 µM]	9%	-1.0%	i
CN(C)c1ccc(C=C2C(=O)NC(=S)NC2=O)cc1[N+](=O)[O-]	-5%	-4%	-12%	11%	-39%	?	-0.4%	-4%
CC(=O)OC1(c2ccccc2)CCN(C)C2CCCCC21 (configuration not stated)	0%	17%	-2%	20%[38.3 µM]	-5%[46.1 µM]	9%	-1.0%	-2%
Cc1cccc(-n2c(-c3cccs3)nc3ccccc3c2=O)c1	2%	-32%[inhibitor]	-6%	-11%	-8%	-2%	0.0%	-3%
Cc1cccc(N2CCc3c2nc2ccccc2c3N)c1	0%&0%	-5%&-12%	7%&20%	-2%&10%[38.3 µM]	-2%[46.1 µM]	?	1.1%&-1.7%	-11%&-2%
O=C(Cc1ccc([N+](=O)[O-])cc1)N1CCN(Cc2ccc3c(c2)OCO3)CC1	·	·	-1%	·	5%	1%	-7.3%	4%
COc1ccc(CCNc2oc(-c3ccc(OC)c(OC)c3)nc2P(=O)(OC)OC)cc1OC	2%	?	-8%	-5%	2%[46.1 µM]	1%	1.3%	1%
CCc1ccc(N2C(=O)NC(=O)C(CCc3ccncc3)(CCc3ccncc3)C2=O)cc1	-2%	5%	7%	-6%	4%	2%	0.0%	i

Some entries already given with just NPSR antag and KinaseGlo FLuc:
molecule | NPSR antag | KinaseGlo FLuc
O=C(Cc1ccc([N+](=O)[O-])cc1)N1CCN(Cc2ccc3c(c2)OCO3)CC1 | 5% | ·
CCc1ccc(N2C(=O)NC(=O)C(CCc3ccncc3)(CCc3ccncc3)C2=O)cc1 | 4% | -2%
CCC1C(c2ccccc2)NC(c2ccccc2)CC1(O)c1ccc(F)cc1 (configuration not stated) | ? | ·

Next part.
SMILES	KinaseGlo FLuc	SMN2 splice enh	RGS12 GoLoco inh	IMPase Li inh	NPSR antag	KDM4E inh	Epigenetic reg	RECQ1 helicase
COc1ccc(CCn2c(NN=C3CCCCC3)nc3c2c(=O)[nH]c(=O)n3C)cc1	·	·	5%	·	-5%	?	0.0%	?
C=C(C)CN1CC[C@@]23c4c5ccc(O)c4O[C@H]2c2[nH]c4ccccc4c2C[C@]3(O)[C@@H]1C5	-2%	·	-7%	29%	·	-4%	5.7%	-14%
Nc1cc(Cl)c2nonc2c1[N+](=O)[O-]	2%	-91%[inhibitor]	-6%	21%	-37%	-16%	-1.0%	-5%
CC(C)Cn1cc(C(=O)N2CCC3(CC2)OCCO3)c2c3ccccc3n(C)c2c1=O	-4%	-14%	0%	-5%[38.3 µM]	-12%[46.1 µM]	?	0.0%	15%
Cn1c(O)c(C(=N)COc2cccc(Cl)c2)c(=O)n(C)c1=O	2%	-21%	-2%	8%[38.3 µM]	8%[46.1 µM]	8%	-0.9%	-10%
CN(C)C(Cc1ccccc1)C(=O)c1ccc(-c2ccccc2)cc1 (configuration not stated)	-3%	-14%	17%	19%[38.3 µM]	-11%[46.1 µM]	-8%	1.1%	i
C=CCn1c(O)c(C(CC)=Nc2cccc(C(=O)O)c2)c(=O)[nH]c1=O	·	·	7%	·	15%	?	1.1%	-6%
Cc1ccc(-n2c(O)c(C=Nc3ccc(S(N)(=O)=O)cc3)c(=O)[nH]c2=O)cc1	-2%	-3%	9%	2%	14%	?	-1.1%	9%
COc1ccc2c(c1O)-c1cccc3c1C(C2)N(C)CC3 (configuration not stated)	-3%	-5%	-7%	8%	-12%[46.1 µM]	?	-0.1%	44%[activator]
C=CCc1c(C)nc(C)nc1N/N=C/c1ccc(N(C)C)cc1	-1%	-14%	4%	36%[activator][38.3 µM]	-30%[46.1 µM]	?	-2.5%	-13%
C=C(C)CCl	·	4%	0%	-13%	·	·	·	-1%
CS(=O)(=O)N1CCC2(CC1)CN(Cc1ccncc1)C2	0%	-4%	7%	9%	·	·	·	-5%
CCNC(=S)N1CCn2cccc2C1c1cccnc1 (configuration not stated)	3%	14%	1%	-4%	5%	-3%	3.4%	-2%
CC(=NCC1CCCO1)c1c(O)n(-c2ccccc2C)c(=O)[nH]c1=O (configuration not stated)	·	·	3%	·	50%	1%	0.7%	-6%
CC1C(=O)OC2C1CC[C@@]1(C)C=CC(=O)[C@@]3(C)O[C@@]213 (some centres not stated)	0%	15%	7%	-1%	·	4%	10%	-2%
CCCC(=O)Cl	·	-1%	-3%	18%	·	·	·	-3%
CCOC(=O)C1SC2(C(F)(F)C(F)F)CC1(O)c1c(c(OC)c3occc3c1OC)O2 (configuration not stated)	-1%	20%	-5%	14%[38.3 µM]	4%[46.1 µM]	5%	0.9%	i
O=c1[nH]c(=O)n(CCC2=CCCCC2)c(O)c1/C=N/Nc1cccc2ccccc12	·	·	23%	·	2%	?	0.0%	?
COC(=O)c1cc(COc2cc(C)cc3oc(=O)c4c(c23)CCC4)c(C)o1	-3%	3%	2%	-4%[38.3 µM]	-6%[46.1 µM]	?	2.1%	5%
Cc1cccc(-n2c(-c3ccc([N+](=O)[O-])cc3)nc3ccccc3c2=O)c1	1%	-16%	4%	20%	-10%[46.1 µM]	0%	1.3%	-10%
Cc1cc(C)c(S(=O)(=O)NCC2CCC(C(=O)N3CCC4(CC3)OCCO4)CC2)c(C)c1 (configuration not stated)	-3%	-16%	1%	28%[38.3 µM]	-6%[46.1 µM]	3%	-0.8%	i
CNP1(NC)=Nc2nn(-c3ccccc3)c(N)c2C(c2ccccc2)=N1	2%	-8%	0%	0%[38.3 µM]	-6%[46.1 µM]	-5%	-1.0%	-2%
Cn1c(O)c(/C=N/N2CCCCC2)c(=O)[nH]c1=O	3%	15%	6%	1%	12%	-5%	1.3%	-1%
CCOC(=O)c1c(/N=C/C2C(=O)NC(=O)NC2=O)sc2c1CCC2	-1%	7%	31%[activator]	-2%	10%	-13%	4.8%	-4%
O=C1NS(=O)c2cc([N+](=O)[O-])cc([N+](=O)[O-])c21 (configuration not stated)	1%	8%	7%	0%	10%	?	-0.1%	i
COc1ccc(NC(=O)N2CC3(CCN(C(=O)Oc4ccccc4)CC3)C2)cc1	-4%	-23%	2%	5%	·	·	·	1%
CN1CC[C@@]2(C)c3cc(O)ccc3N(C)[C@@H]12	-2%	·	-21%	34%[activator]	·	6.3µM*	-0.3%	-4%
Cc1ccc(/C=C2/C(=O)NC(=O)N(CC3CCCO3)C2=O)s1 (configuration not stated)	2%	5%	57%[activator]	-4%	4%	-8%	0.0%	-6%
COC(C)(C)C	·	5%	3%	7%	·	·	·	5%
CC(C(=O)Nc1ccc(Br)cc1C(=O)c1ccccc1)N1CCCCC1 (configuration not stated)	-8%	12%	5%	18%[38.3 µM]	-28%[46.1 µM]	-6%	2.1%	i
